HePTP inh = inhibitors of human HePTP phosphatase, primary screen, biochemical, absorbance, leukemia target | Tyrosine-protein phosphatase non-receptor type 7 (Homo sapiens), P35236 | recombinant HePTP phosphatase activity, OD absorbance | inhibition, % at 20 µM | 110,000 tested, 0.64% active | AID 521, 2006; in the data active = inhibition above about 50%;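 also: plate controls were vehicle for no effect and reference inhibitor for full effect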
Target sequence (P35236 whole entry, looked up): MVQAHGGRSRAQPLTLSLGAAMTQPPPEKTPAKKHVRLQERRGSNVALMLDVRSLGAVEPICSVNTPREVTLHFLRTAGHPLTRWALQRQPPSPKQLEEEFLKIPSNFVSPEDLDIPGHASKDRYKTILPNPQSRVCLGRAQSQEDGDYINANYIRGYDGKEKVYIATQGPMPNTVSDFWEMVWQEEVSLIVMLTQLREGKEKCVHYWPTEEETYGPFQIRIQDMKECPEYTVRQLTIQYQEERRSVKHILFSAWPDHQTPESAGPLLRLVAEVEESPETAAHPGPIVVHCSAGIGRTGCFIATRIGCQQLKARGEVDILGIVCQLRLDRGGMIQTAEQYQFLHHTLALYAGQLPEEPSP
BAP1 inh = inhibitors of BAP1 deubiquitinase, primary screen, biochemical, Ub-AMC fluorescence, kinetic. activity remaining (% of control), % at 20 µM. 72,000 tested, 0.48% active. Ubiquitin carboxyl-terminal hydrolase BAP1 (Homo sapiens), Q92560. recombinant BAP1, Ub-AMC hydrolysis fluorescence kinetic; stronger effect = lower value;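 active = activity remaining at or below 50% of control, provided the compound also passes the data quality filters; inactive = the rest, including low values that fail the filters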;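 also: 100% = DMSO wells rate and 0% = substrate alone blank rate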
Target sequence (Q92560 whole entry, looked up): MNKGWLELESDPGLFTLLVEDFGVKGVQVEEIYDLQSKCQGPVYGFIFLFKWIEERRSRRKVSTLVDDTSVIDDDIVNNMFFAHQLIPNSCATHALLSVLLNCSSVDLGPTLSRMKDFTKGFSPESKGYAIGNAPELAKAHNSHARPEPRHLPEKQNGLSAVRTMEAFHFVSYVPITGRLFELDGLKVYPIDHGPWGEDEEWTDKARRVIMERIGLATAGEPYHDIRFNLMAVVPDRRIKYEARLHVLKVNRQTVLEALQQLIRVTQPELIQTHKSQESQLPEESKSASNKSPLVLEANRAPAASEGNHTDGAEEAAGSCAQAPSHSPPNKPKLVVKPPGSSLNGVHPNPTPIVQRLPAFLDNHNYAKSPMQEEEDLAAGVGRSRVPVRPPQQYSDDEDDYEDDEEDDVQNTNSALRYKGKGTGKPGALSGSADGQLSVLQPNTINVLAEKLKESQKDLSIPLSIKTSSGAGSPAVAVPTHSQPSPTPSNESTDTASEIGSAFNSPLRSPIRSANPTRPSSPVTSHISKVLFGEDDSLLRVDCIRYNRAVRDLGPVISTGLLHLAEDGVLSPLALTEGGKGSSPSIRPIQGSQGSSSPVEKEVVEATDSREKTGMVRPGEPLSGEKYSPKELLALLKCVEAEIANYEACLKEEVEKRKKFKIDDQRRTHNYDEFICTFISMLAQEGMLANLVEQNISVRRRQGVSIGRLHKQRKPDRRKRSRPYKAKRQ
Starred values were filed as active, the others as inactive; . = no result given; & = joins results of further samples. Compounds were not picked by outcome. About 0.7% of those tested had a hit in this group.

SMILES	HePTP inh	BAP1 inh
O=C(c1cccs1)N1CCN(c2cccc(Cl)c2)CC1	-1.4	.
Cc1cc(NS(=O)(=O)c2ccc(-c3ccccc3)cc2)no1	1.2	100.5
COc1cc(C(=O)NCc2ccco2)c([N+](=O)[O-])cc1OC	12.3	.
COC(=O)c1sccc1NC(=O)c1cccnc1	2.9	93.8
CCOC(=O)c1cc2sccc2n1CC(=O)Nc1ccc(OC)cc1OC	9.7	88.6
O=C(Nc1ccncc1)c1cc2nc(-c3cccs3)cc(C(F)(F)F)n2n1	6.4	.
O=C(COc1ccc(Br)cc1)NNC(=O)c1ccco1	12.1	.
N#Cc1c(N)oc(-c2cccs2)c1-c1cccs1	4.7	.
COc1ccc(/C=C2/SC(=S)NC2=O)cc1OCc1ccc(Cl)cc1	10.2	.
Nc1ccc(Nc2ccncc2[N+](=O)[O-])cc1	11.2	.
COc1ccc(CC(CC(=O)O)C(=O)Nc2ccc(OC)cc2)cc1 (centres undefined)	9.1	106.4
CCOC(=O)C(CCCCOc1ccc(Cl)cc1)C(=O)OCC	-1.0	.
COc1ccc(NC(=O)c2cc3n(n2)C(C(F)(F)F)CC(c2ccc4c(c2)OCO4)N3)cc1OC (centres undefined)	0.9	67.4
Cn1c(CNc2cccc(Cl)c2)nnc1SCC(=O)OC1CCCCC1	-0.2	90.3
COc1cc2ccccc2cc1C(=O)Nc1nc(-c2ccc(I)cc2)cs1	.	66.2
Cc1cccc(N(C(=O)Cn2nnc3ccccc32)C(C(=O)NCc2ccco2)c2ccncc2)c1C (centres undefined)	4.4	74.0
Clc1ccccc1C1SCC2Nc3ccccc3CN21 (centres undefined)	3.6	74.3
O=C1NC(c2ccco2)Nc2sc3c(c21)CCN(Cc1ccccc1)C3 (centres undefined)	7.4	75.2
O=C(O)CCC(=O)OC1CC2CCC1C2 (centres undefined)	0.1	87.2
CCOC(=O)c1c(Cl)cc(Cl)c(NC(C)=O)c1[N+](=O)[O-]	4.4	.
O=C(NCc1ccc(F)cc1)c1cc2n(n1)C(C(F)(F)F)CC(c1ccc(Cl)cc1)N2 (centres undefined)	.	66.8
Cc1c(NC(=O)COC(=O)Cc2ccc(Cl)cc2)c(=O)n(-c2ccccc2)n1C	2.2	99.7
O=C(COc1ccccc1Cl)NCc1ccco1	10.3&-13.4	72.3
COc1ccc(N2C(=O)CC(SC(=NCc3ccc(Cl)cc3)Nc3ccccc3)C2=O)cc1 (centres undefined)	6.6	.
CCC(=O)NCc1nc2ccccc2n1Cc1ccccc1F	0.0	.
O=C(COC(=O)c1ccccc1Nc1ccccc1)c1cccc([N+](=O)[O-])c1	-10.4	.
C=CCNC(=S)NC(=O)/C=C/c1ccco1	4.7	.
COc1ccc(N2CC(C(=O)N/N=C/c3cc([N+](=O)[O-])ccc3O)CC2=O)cc1 (centres undefined)	-5.5	.
Cc1ccc(-c2nc3ncccn3c2Nc2ccc3c(c2)OCO3)o1	4.5	95.9
COc1ccc(C2Nc3ccccc3C(=O)N2Cc2ccco2)cc1COc1c(C)cccc1C (centres undefined)	9.9	.
O=C(NCc1cccnc1)NC(C(F)(F)F)C(F)(F)F	-0.5	91.0
CCOC(=O)c1nc2ccccc2s1	6.3	100.0
CCOc1ccc(C2CC(c3ccccc3)Nc3nc(N)nn32)cc1 (centres undefined)	4.6	101.4
CCOC(=O)N1CCN(C(=O)CN2C(=O)COc3ccc(C(C)(C)C)cc32)CC1	6.7	108.0
CCOC(=O)c1sc2ncn(C(CC)C(=O)OC)c(=O)c2c1C (centres undefined)	11.1	94.6
CCCn1nnc(NC(=O)c2ccc(Br)cc2)n1	-9.9	73.7
COc1cc(OC)cc(C(=O)Nc2c3c(nn2-c2cccc(C)c2)CSC3)c1	.	118.7
CC(=O)N1CCN(c2ccccc2NC(=O)COc2cc(C)ccc2C(C)C)CC1	5.7	43.6*
COc1cc(C(=O)OC(C)CN2CCOCC2)cc(OC)c1OC (centres undefined)	0.1	103.6
Cc1ccc(-c2ccc(CCC(=O)O)n2C(C)C)cc1	1.3	92.6
OC(COc1ccc(Cl)cc1)CN1CCCCC1 (centres undefined)	8.3&2.8	116.7
COc1ccc(C(=O)Nc2ccc(S(=O)(=O)N3CCCC3)cc2)cc1	-10.4	.
c1ccc(-c2ccc(-c3nc(-c4ccccn4)no3)cc2)cc1	6.6	.
Cc1ccc(NC(=O)C2CCCNC2=O)nc1 (centres undefined)	6.4	112.9
CCCOC(=O)c1cccc(NC(=O)COc2cccc(Cl)c2)c1	.	91.3
Cc1ccc(N=Cc2c(C(F)(F)F)[nH]n(-c3ccccc3)c2=O)cc1	63.7*	.
COc1cc(/C=N/n2cnnc2)cc(Cl)c1OCCOc1ccc(C(C)(C)C)cc1	-24.8	.
COc1ccccc1CNc1nc2nc(C)c(C)c(=O)n2[nH]1	6.7	91.5
O=C(CNS(=O)(=O)c1cccs1)N1CCCC1	3.9	95.3
COc1ccc(-c2nn(-c3ccccc3)c(N)c2-c2ccccc2)cc1OC	0.4	.

Another view of some results above:
COc1cc(/C=N/n2cnnc2)cc(Cl)c1OCCOc1ccc(C(C)(C)C)cc1
  HePTP inh = -24.8	BAP1 inh = .

COc1ccccc1CNc1nc2nc(C)c(C)c(=O)n2[nH]1
  HePTP inh = 6.7	BAP1 inh = 91.5

O=C(CNS(=O)(=O)c1cccs1)N1CCCC1
  HePTP inh = 3.9	BAP1 inh = 95.3

COc1ccc(-c2nn(-c3ccccc3)c(N)c2-c2ccccc2)cc1OC
  HePTP inh = 0.4	BAP1 inh = .

The list goes on:
SMILES	HePTP inh	BAP1 inh
CN(C)c1ccc(/C=C(\C#N)C(=O)NCC2CCCO2)cc1 (centres undefined)	-8.3	.
O=C(O)c1csc(Br)c1Br	-0.6	104.4
CCOc1cccc(/C=N/NC(=O)CSc2nc3ccccc3[nH]2)c1O	1.5	.
CCc1cccc(CC)c1NC(=O)c1cc(-c2cccs2)nc2ccccc12	-13.7	.
Cc1ccc(NC(=O)COC(=O)Cn2c(C)csc2=O)cc1C	3.8	117.4
O=C1/C(=C\c2ccc(-c3cccc([N+](=O)[O-])c3)o2)SC(=S)N1C1CCS(=O)(=O)C1 (centres undefined)	-5.3	.
O=C(NCCC1=CCCCC1)C1CCN(S(=O)(=O)c2cccc3cccnc23)CC1	15.8	95.9
COc1cc(S(=O)(=O)N2CCN(C)CC2)ccc1Cl	.	108.0
CC(Oc1ccccc1)C(=O)Nc1ccc(S(=O)(=O)NCC2CCCO2)cc1 (centres undefined)	3.4	114.5
CCOc1ccc(C(=O)Nc2nnc(SCC)s2)cc1	2.7	.
CCSc1nnc(NC(=O)c2ccc3c(c2)OCO3)s1	7.5&6.2	.
CC1CCN(C(=O)CSc2nc3ccc([N+](=O)[O-])cc3s2)C(C)C1 (centres undefined)	4.4	.
Cc1ccnc(NC(=O)C2CCCC2)c1	-7.0	.
CCOC(=O)C(=Cc1ccc(-c2ccc(Cl)cc2Cl)o1)C(=O)OCC	-6.4	.
Cc1ccc(-n2c(SCC(=O)N3CCOCC3)nnc2-c2cccnc2)cc1	4.3	89.7
COc1cc(C2C(C#N)=C(N)Oc3c2oc(CO)cc3=O)ccc1OC(C)C (centres undefined)	-6.6	100.8
Cc1ccc(N(CC(=O)Nc2ccc(Cl)cc2)S(C)(=O)=O)cc1Cl	9.7	.
Cc1nn(-c2ccccc2)c(Cl)c1C1C(C#N)=C(N)OC2=C1C(=O)CC(C)(C)C2 (centres undefined)	-2.5	94.0
COCCc1nnc(NC(=O)Nc2ccccc2)s1	-16.6	.
O=C1N(c2ccccc2)C2CS(=O)(=O)CC2N1c1cccc(Cl)c1 (centres undefined)	-6.4	.

Whole records from above. Values in the order: HePTP inh	BAP1 inh
Entry for CCCOC(=O)c1cccc(NC(=O)COc2cccc(Cl)c2)c1 = .	91.3
Entry for O=C(COc1ccccc1Cl)NCc1ccco1 = 10.3&-13.4	72.3
Entry for O=C(NCc1ccc(F)cc1)c1cc2n(n1)C(C(F)(F)F)CC(c1ccc(Cl)cc1)N2 (centres undefined) = .	66.8

Going on with the list.
SMILES	HePTP inh	BAP1 inh
CCOC(=O)c1c(NC(=O)Cc2ccc(Cl)cc2)sc(C(=O)Nc2ccccc2F)c1C	1.8	.
COCn1c(-c2ccc(OC)c(OC)c2)nc2ccccc21	4.9	100.1
N#CCCn1ccc(NC(=O)c2ccc(Cl)cc2)n1	3.7	121.8
Cc1sc2nc(SCC(=O)N3CCCC3)[nH]c(=O)c2c1C	6.0	97.7
CCCn1c(SCC(=O)NC(C)(C)C)nnc1C(C)C	13.3	89.1
CCC(C)C(=O)Nc1nnc(-c2cccs2)s1 (centres undefined)	-1.9	39.2*
CC(=O)NS(=O)(=O)c1ccc(NC(=O)C(C)(C)C)cc1	-0.2	.
CCOC(=O)c1c(NC(=O)OC)sc(C(=O)N(CC)CC)c1C	3.0	.
COc1cc(/C=C2\C(=O)NC(=O)N(c3ccc(Cl)cc3)C2=O)c(Br)cc1O	-14.0	.
O=C1/C(=C\c2cccc([N+](=O)[O-])c2)SC(=S)N1c1cccc(C(F)(F)F)c1	3.8	.
COc1nc(N/N=C\c2ccc3c(c2)OCO3)nc(N2CCOCC2)n1	3.7	.
CCOC(=O)c1ccc(NC(=O)C(C)NS(=O)(=O)c2ccc(OC)cc2)cc1 (centres undefined)	4.4	72.0
COc1cc(/C=N/NC(=O)Cc2nnc(N)s2)cc(OC)c1OC	0.6	.
Cn1c2ccccc2c2c(C(=O)N3CCN(c4ccccn4)CC3)cn(C3CCCC3)c(=O)c21	11.1	.
COc1ccc(-c2cc3ccccc3n2CC(O)CN2CCN(CCO)CC2)cc1 (centres undefined)	5.2	95.8
COc1cccc(-c2nc(CS(=O)(=O)CC(=O)NCc3ccc(Cl)cc3)c(C)o2)c1	-0.8	80.2
Cc1ccc(C(=O)Oc2ccc3c(-c4ccccc4)cc(=O)oc3c2)cc1	-8.1	.
COc1ccc(N(C)S(=O)(=O)c2ccc(Cl)cc2)cc1	10.9	.
Cn1c(SCC(N)=O)nnc1C1CCN(C(=O)NC2CCCCC2)CC1	-7.6	114.2
COc1ccccc1-c1cc(C)nc(N)c1C#N	-2.5	.
Cc1ccc(S(=O)(=O)NCC(=O)N(CC(=O)NC2CCCC2)c2ccc3c(c2)OCCO3)cc1	-2.1	65.3
CCn1cc(C(=O)N(CCCN2CCOCC2)Cc2ccco2)c(=O)c2ccc(C)nc21	.	91.0
COc1ccc(C(=O)N2CCN(Cc3cccc(F)c3)CC2)cc1OC	2.7	.
Cc1cc(C)c2[nH]c(=O)c(CN(CC3CCCO3)C(=O)c3cnccn3)cc2c1 (centres undefined)	0.8	.
Cc1csc(NC(=O)C2C3C=CC(O3)C2C(=O)O)n1 (centres undefined)	4.4	166.2
NC(=O)CSc1nnc(-c2cccnc2)n1CCc1ccccc1	8.3	102.3
Cc1cc(Cl)c(S(=O)(=O)Nc2ccc3c(c2)OCO3)cc1OCC(N)=O	2.7	80.7
O=S(=O)(NCc1cn2ccsc2n1)c1ccc2c(c1)OCCO2	2.1	94.4
Cc1csc(SCC(=O)N2CCN(S(=O)(=O)c3ccccc3)CC2)n1	-3.6	101.5
Cc1ccc(C2CC(C(F)(F)F)n3nc(C(=O)NCC(C)C)c(Cl)c3N2)cc1 (centres undefined)	.	108.7
O=C(Nc1ccc2nsnc2c1)c1cccs1	-4.6&4.5	81.3
N#Cc1c(C(F)(F)F)cc(-c2ccco2)nc1SCc1ccccn1	10.2	.
Cc1cc(=O)[nH]c(SCC(=O)N2CCOCC2)n1	7.3	.
CN1CCN(CC(=O)N2c3ccccc3C(=O)Nc3cccnc32)CC1	7.7	83.7&81.8
CCOC(=O)c1ccc(NC(=O)CSc2nnc(CNC(=O)c3ccccc3F)o2)cc1	5.7	87.0
CCC(C)(C(=O)NC1CCCC1)N(Cc1cccs1)C(=O)Cc1cccs1 (centres undefined)	-7.0	81.2
CCOC(=O)COc1cc(Br)c(C2Nc3ccc4ccccc4c3C3=C2C(=O)CC(C)(C)C3)cc1OC (centres undefined)	5.1	.
Cc1nc(N2CCN(c3ccccc3)CC2)c2c3c(sc2n1)CCC3	4.3	107.3
Cc1cc(C)c2c(n1)nn1c(NCCN3CCOCC3)cc(C)nc21	-8.5	.
Cc1cc(C(=O)CSc2nnc(-c3ccccc3)n2C)c(C)n1C	6.4	83.9
COc1ccc(N2CCN(C(=O)c3cn(C4CCCC4)c(=O)c4c3c3ccccc3n4C)CC2)cc1	8.2	.
COc1ccc(CN2CCN(C(=O)c3ccc([N+](=O)[O-])cc3)CC2)cc1OCc1ccccc1	6.5	.
COc1ccc(C2(C(N)=O)CCCCC2)cc1OC	3.4	99.7
Cc1nc(SCC(=O)N2CCN(c3ccccc3)CC2)c2c(=O)n(C)c(=O)n(C)c2n1	-1.3	104.1
COc1ccc(C)cc1NC(=O)c1ccc2c(c1)OCO2	3.6	89.8
CC1CCc2c(sc(NC(=O)CSc3nncn3C)c2C#N)C1 (centres undefined)	-20.9	.
CCOc1ccccc1-n1c(SCC(=O)N2CCCC2)nnc1-c1ccoc1C	13.9	122.1
CCc1ccc(NC(=O)Cn2c(SC)nc3ccccc32)cc1	4.3	82.2
CCOC(=O)c1c(C)[nH]c(C(=O)Cn2nnc(-c3ccccc3Cl)n2)c1C	5.3	.
O=C1CC(N2CCN(Cc3ccc4c(c3)OCO4)CC2)C(=O)N1CC(c1ccccc1)c1ccccc1 (centres undefined)	.	196.2
Cc1nc2cc(-c3ccc(Br)cc3)[nH]n2c(=O)c1C	5.8	.

2 of these compounds in another layout:
Compound | HePTP inh | BAP1 inh
O=C1CC(N2CCN(Cc3ccc4c(c3)OCO4)CC2)C(=O)N1CC(c1ccccc1)c1ccccc1 (centres undefined) | . | 196.2
CCOC(=O)c1c(C)[nH]c(C(=O)Cn2nnc(-c3ccccc3Cl)n2)c1C | 5.3 | .
